Assay outcomes as filed in PubChem.
TRHR ag – agonists of human TRH receptor; 0.18% of 360,000 active; activation, % at 2 µM; AID 493084; TRHR cells, calcium flux fluo-8, FDSS agonist mode; P34981; in the data active means activation above about 30%; further: 0% is about no effect
Target sequence (P34981 whole entry, looked up): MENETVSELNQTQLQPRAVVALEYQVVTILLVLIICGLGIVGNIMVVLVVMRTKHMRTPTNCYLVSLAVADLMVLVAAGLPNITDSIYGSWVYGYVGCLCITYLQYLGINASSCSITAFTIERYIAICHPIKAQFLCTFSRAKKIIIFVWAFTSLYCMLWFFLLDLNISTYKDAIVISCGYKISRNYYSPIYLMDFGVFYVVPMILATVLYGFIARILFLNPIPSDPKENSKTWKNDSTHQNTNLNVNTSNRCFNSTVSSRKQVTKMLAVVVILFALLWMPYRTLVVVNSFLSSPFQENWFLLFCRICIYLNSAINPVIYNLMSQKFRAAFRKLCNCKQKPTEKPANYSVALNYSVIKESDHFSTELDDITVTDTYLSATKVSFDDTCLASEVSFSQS
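Read-out: compound-evoked intracellular calcium rise in TRHR cells, fluo-8 dye, kinetic FDSS fluorescence at 1 s/cycle following a 10-cycle baseline. Cells cultured overnight before dye loading (30 min–1.5 h, RT).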
D2 potentiator – positive allosteric modulators of human D2 dopamine receptor | P14416 | 0.34% of 340,000 active | HEK293 T-REx D2, calcium flux, EC20 dopamine potentiation | potentiation, % at 10 µM;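 active means potentiation over 3 SD above the plate norm, cut at about 30% in these data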; further: 0% is about no effect
Target sequence (P14416 whole entry, looked up): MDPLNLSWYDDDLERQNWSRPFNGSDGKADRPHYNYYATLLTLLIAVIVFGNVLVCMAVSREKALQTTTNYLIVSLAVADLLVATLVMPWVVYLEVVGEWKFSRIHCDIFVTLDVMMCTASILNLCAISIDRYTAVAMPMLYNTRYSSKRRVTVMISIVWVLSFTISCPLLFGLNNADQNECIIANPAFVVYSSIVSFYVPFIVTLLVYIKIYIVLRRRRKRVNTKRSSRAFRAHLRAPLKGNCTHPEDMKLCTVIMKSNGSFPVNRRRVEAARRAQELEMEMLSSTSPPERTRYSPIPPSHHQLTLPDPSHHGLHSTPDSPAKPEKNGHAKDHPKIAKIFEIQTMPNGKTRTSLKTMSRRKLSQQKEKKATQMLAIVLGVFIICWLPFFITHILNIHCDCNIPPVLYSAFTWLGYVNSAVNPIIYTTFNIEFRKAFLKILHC
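Tetracycline-induced Hek293 Trex D2 cells, force-coupled to calcium, loaded with no-wash calcium dye. Compound added with 180 s kinetic read for agonism, then EC20 dopamine and a further 180 s read for potentiation.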
D1 antag – blocks dopamine activation of the human D1 receptor; P21728; activity change, negative = inhibition, % at 10 µM; 3.2% of 360,000 active; HEK293 TREx D1 cells, calcium flux, dopamine EC80; active compounds read low; AID 504652; in the data active means activity change below about -30%; further: on the % scale 0 is the no-effect control and ±100 the full control effect
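Tetracycline-induced HEK293 Trex D1 cells, force-coupled to calcium, dye-loaded; compounds added and read 180 s, then EC80 dopamine added and calcium flux tracked kinetically another 180 s.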
D1 ag – activates the human D1 dopamine receptor; activation, % at 2 µM; 1% of 360,000 active; HEK293 T-REx D1 cells, calcium flux, agonist mode; P21728; in the data active means activation above about 30%; further: 0% is about no effect
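Agonism was scored from calcium flux recorded over 180 s (1 read/s) after pintool compound addition, following a 10-cycle baseline. Cells were inducible force-coupled HEK293 TREx D1, plated overnight at 30 C and loaded with no-wash calcium dye.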
TRHR PAM – allosteric enhancers of human TRH receptor; P34981; enhancement, % at 2 µM; TRHR cells, fluo-8 calcium fluorescence, EC20 TRH enhancement; AID 493056; 0.66% of 360,000 active; in the data active means enhancement above about 30%; further: 0% is about no effect
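TRHR-expressing cells loaded with fluo-8 calcium dye were read kinetically (ex 480/em 530) during compound addition, then stimulated with an EC20 of TRH (10 nM final). Enhancement of the Gq-mediated intracellular calcium response was scored.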
D1 PAM – enhances dopamine response at the human D1 receptor; 0.036% of 360,000 active; potentiation, % at 10 µM; HEK293 TREx D1 cells, calcium flux, dopamine EC20 potentiation; P21728; in the data active means potentiation above about 30%; further: 0% is about no effect
RXFP1 agonist – agonists of human relaxin receptor RXFP1 | Q9HBX9 | HEK293T-RXFP1 cAMP TR-FRET, 30 min; response scale: percent of porcine relaxin response, buffer zero | Potency, µM (titrated, usually from 57.5 µM), for inactives: at the top dose activation, most hits filed as activators | 0.3% of 370,000 active | AID 2676; further: potency means the concentration at half of the fitted maximal effect; on the % scale 0 is the no-effect control and ±100 the full control effect; nearly all actives have a fitted effect of over 60% in size; many of its hits are not listed in these tables
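cAMP rise read by TR-FRET after 30 min, 37C compound exposure (up to 58 uM) in RXFP1-transfected HEK293 cells with Ro 20174 present. EC50 from Hill-equation fits, with 29 nM porcine relaxin as 100% and buffer as basal.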
RXFP1 antag – RXFP1 (human) relaxin receptor antagonism | HEK293-RXFP1, relaxin-stimulated cAMP HTRF, 30 min; active compounds read low | AID 1259400 | activity change, negative = inhibition, % at 57.5 µM | 0.59% of 350,000 active;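 active means activity change of -60% or lower, but not beyond a set lower limit; inconclusive means change between -60% and -40%, or beyond the set limit; inactive means change above -40%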; further: on the % scale 0 is the no-effect control and ±100 the full control effect
Anesthetic bind – candidate novel general anesthetic via apoferritin binding; apoferritin/1-aminoanthracene competitive binding, fluorescence; P02791; 0.074% of 350,000 active; Potency, µM (top dose mostly 77.5 µM), inactives show top-dose activity change, negative = displacement, hits mostly inhibitors; further: potency means the concentration at half of the fitted maximal effect; on the % scale 0 is the no-effect control and ±100 the full control effect; nearly all actives have a fitted effect of over 20% in size
Target sequence (P02791 2-175 limits assumed): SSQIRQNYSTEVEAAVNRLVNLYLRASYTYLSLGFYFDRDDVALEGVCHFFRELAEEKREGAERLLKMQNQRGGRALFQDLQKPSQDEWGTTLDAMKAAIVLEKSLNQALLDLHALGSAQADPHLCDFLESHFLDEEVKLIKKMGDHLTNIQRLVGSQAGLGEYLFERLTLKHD
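10 uM apoferritin + 50% sat. 1-AMA, PBS; cpd 10 min RT; Ex380/Em535 endpoint; normalized to free probe vs complex; 4-param Hill fit; propofol titration as pos. ctrl.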
* hit, by the source's call; ? = inconclusive; nt = not tested or not shown; & = joins results of further samples; [ ] = another dose, or the depositor's remark. Unless noted, the call rests on the fitted dose curve; in most records, active means well fitted curve in the direction sought with a large enough effect; inconclusive means small, poorly fitted or top-dose-only effect, or another doubt; inactive means no such curve, though single readings can be large; an effect the other way counts as inactive or inconclusive. Only part of the results is shown, so the mix of outcomes need not match the whole.

Preview, seven compounds:
Values in the order: D2 potentiator, Anesthetic bind, TRHR ag, D1 ag, TRHR PAM, D1 PAM, RXFP1 antag, RXFP1 agonist, D1 antag
1) CC1(C)CC2CC(C)(CN2C(=O)COC(=O)c2n[nH]c(=O)c3ccccc23)C1 (centres undefined)
→ -5, ?, -0.9, 2, -3, 2, 3, -0.3%, 3
2) CC(C)N1CC(C(=O)Nc2ccc(Cl)c(Cl)c2)CC1=O (centres undefined)
→ 2, ?, 1.7, 4, -3, -2, 14, 0.1%, -12
3) O=C1NC(=Nc2ccc(Cl)cc2)SC1Cc1cccc(Cl)c1Cl (centres undefined)
→ -6, 2%, -1.0, 0, 2, -5, -32, 5.1%, 2
4) CSc1ccccc1NC(=O)CN1C(=O)C2CC=CCC2C1=O (centres undefined)
→ 1, nt, 0.2, 2, -5, -4, 8, 1.1%, 4
5) C/C(=N/NC(=O)c1ccc(Br)o1)c1ccncc1
→ -1, -3%, 0.6, 2, 1, -8, -9, -2.4%, -15
6) Cc1cc2c3c([nH]c2cc1S(=O)(=O)N1CCC2(CC1)OCCO2)CCCC3=O
→ -1, -6%, 1.0, 6, -2, -6, -30, 1.7%, -17
7) CC(C)NC(C(=O)Nc1cc(Cl)cc(Cl)c1)c1ccccc1 (centres undefined)
→ 0, ?, 0.2, 5, 0, 0, -31, -0.9%, 1

Main list, previewed entries included:
Values in the order: D2 potentiator, Anesthetic bind, TRHR ag, D1 ag, TRHR PAM, D1 PAM, RXFP1 antag, RXFP1 agonist, D1 antag
1) CC1(C)CC2CC(C)(CN2C(=O)COC(=O)c2n[nH]c(=O)c3ccccc23)C1 (centres undefined)
→ -5, ?, -0.9, 2, -3, 2, 3, -0.3%, 3
2) CC(C)N1CC(C(=O)Nc2ccc(Cl)c(Cl)c2)CC1=O (centres undefined)
→ 2, ?, 1.7, 4, -3, -2, 14, 0.1%, -12
3) O=C1NC(=Nc2ccc(Cl)cc2)SC1Cc1cccc(Cl)c1Cl (centres undefined)
→ -6, 2%, -1.0, 0, 2, -5, -32, 5.1%, 2
4) CSc1ccccc1NC(=O)CN1C(=O)C2CC=CCC2C1=O (centres undefined)
→ 1, nt, 0.2, 2, -5, -4, 8, 1.1%, 4
5) C/C(=N/NC(=O)c1ccc(Br)o1)c1ccncc1
→ -1, -3%, 0.6, 2, 1, -8, -9, -2.4%, -15
6) Cc1cc2c3c([nH]c2cc1S(=O)(=O)N1CCC2(CC1)OCCO2)CCCC3=O
→ -1, -6%, 1.0, 6, -2, -6, -30, 1.7%, -17
7) CC(C)NC(C(=O)Nc1cc(Cl)cc(Cl)c1)c1ccccc1 (centres undefined)
→ 0, ?, 0.2, 5, 0, 0, -31, -0.9%, 1
8) COc1ccc(NC(=O)CCN2CCN(c3ccccc3F)CC2)c(OC)c1
→ -28, -6%, -0.4, 1, -8, -26, 3, -1.7%, -36*
9) CC(=O)c1c(C)nn(CC(=O)NC2CCCN(Cc3ccc(CC(C)C)cc3)C2)c1C (centres undefined)
→ 5, -12%, 1.0, 9, 6, -2, -9, -0.5%, -5
10) COc1cc2nc(CN3CCOCC3)n(CC(=O)N3CCCCCC3)c(=O)c2cc1OC
→ -20, -8%, 0.2, 2, 2, 0, 0, -0.3%, -6
11) O=C(O)/C=C/c1cccc(NS(=O)(=O)c2ccccc2)c1
→ 4, -5%, 0.1, 2, 1, -11, 4, 3.7%, -1
12) Cc1c(C(=O)OC2CCCCC2)[nH]c2c1C(=O)CC(c1ccc(C(C)(C)C)cc1)C2 (centres undefined)
→ 8, -3%, 0.7, 3, 6, 0, -17, 2.2%, -7
13) Cc1ccc(CS(=O)(=O)Cc2ccc(C(=O)NCC3CCCO3)o2)cc1 (centres undefined)
→ 24, -7%, 1.0, 1, -2, -2, 18, -0.1%, 1
14) Cc1ccc(C2=Nc3ccccc3N(CC(=O)NCc3ccccc3Cl)C(=O)C2)cc1C
→ -21, -8%, 0.5, 3, 5, 5, -16, -0.9%, -4
15) COCCn1c(Sc2ccc(C)cc2)nc2c1c(=O)[nH]c(=O)n2C
→ 5, -23%, -0.8, 3, 2, -2, -19, 7.2%, -19
16) COc1ccc(-c2nc3ccc(C(=O)NCCCN4CCOCC4)cc3nc2-c2ccc(OC)cc2)cc1
→ 17, 2%, -1.1, 8, 7, -2, -30, -1.9%, 6
17) O=C(CSc1nc2ccccc2c(=O)n1Cc1ccco1)N1CCN(c2ccccc2)CC1
→ -3, -5%, 0.5, 6, 11, -4, 8, -1.2%, -23
18) O=C(CNC(=O)c1sc2ccccc2c1Cl)Nc1ccccc1F
→ 5, nt, 0.6, 6, 5, -1, 7, 15%, -6
19) O=C1/C(=C/c2cccnc2)N=C2CCCCCN12
→ 5, -10%, -0.2, 0, -3, -1, -9, 0.5%, 3
20) COc1ccc(-c2cc(=O)oc3cc(OC(C)C(=O)NCCCn4ccnc4)ccc23)cc1 (centres undefined)
→ 2, -15%, -0.1, 2, -5, 2, 12, -0.1%, -2
21) CCC(C)NS(=O)(=O)c1ccc(S(=O)(=O)N(CC(=O)Nc2ccccc2)CC2CCCO2)cc1 (centres undefined)
→ -8, ?, 0.3, 0, -3, -2, 9, -1.1%, 3
22) CC/C(O)=C1\C(=O)CC(c2ccccc2)CC1=NC(C)C (centres undefined)
→ 15, 1%, 0.1, 1, -7, -2, 1, 2.5%, -27
23) Cc1ccc2ncc(C(=O)c3ccc(C)c(C)c3)c(S(=O)(=O)c3ccc(F)cc3)c2c1
→ -5, -3%, 0.2, 1, -13, -4, -10, 1.3%, 4
24) COc1ccc(S(=O)(=O)NCCc2cc3ccc(C)c(C)c3[nH]c2=O)cc1
→ -11&4, 6%&-6%, -0.1&-1.2, 9&13, 0&3, 8&-4, 5, 0.6%&-2.4%, -9&-25
25) COC(=O)c1cc(C(=O)c2ccccc2)n2c(=O)/c(=C\N(C)C)sc12
→ -1, 6%, -0.9, 2, -4, -3, 4, -2.2%, 11
26) COC(=O)c1cc2oc3ccccc3c2n1Cc1nc(-c2ccccc2Cl)oc1C
→ -6, 4%, 0.2, 0, 0, -2, 8, 2.8%, 25
27) CCOC(=O)C1=C(c2ccc(OC)cc2)OC(N)=C(C#N)C1c1cccnc1 (centres undefined)
→ -2, -3%, -2.1, 0, 5, 5, 0, -1.7%, 7
28) CCOC(=O)N1CCN(C(=O)Nc2ccc(Cl)cc2Cl)CC1
→ -12, -1%, 0.1, 1, 10, -6, 5, -1.4%, -1
29) Cc1ccc(S(=O)(=O)N(C)C)cc1NC(=O)COC(=O)c1c(C)noc1C
→ -10, -3%, -0.3, 3, 2, -4, -3, 0.2%, -12
30) COc1ccc(-n2nc3c(c2NC(=O)CBr)CSC3)cc1
→ nt, -16%, 0.4, -1, 1, -5, -10, 0.7%, 8
31) CCOC(=O)Nc1ccc(OCc2nnc3c4ccccc4c(C)nn23)cc1
→ 16, -23%, -0.6, 3, -4, -4, 3, 13%, 2
32) O=C(COC(=O)c1cc(-c2cccs2)nc2ccccc12)NC1CCS(=O)(=O)C1 (centres undefined)
→ nt, 424%[activator], 0.5, 3, 4, -4, -6, 6.3%, -14
33) COc1ccccc1N1CCN(CCNC(=O)Nc2cccc(C)c2C)CC1
→ nt, -3%, -0.1, 23, 0, -9, -16, 0.2%, -12
34) O=C(N/N=C/c1cc(Br)cc(Br)c1O)c1ccncc1
→ -3, 1%, 24, 54*, 7, 14, -19, 2.9%, -4
35) O=C(Nc1ccc(F)cc1)C1CCCN(S(=O)(=O)c2ccc3[nH]c(=O)ccc3c2)C1 (centres undefined)
→ 9, -8%, 0.5, 1, 7, -7, nt, ?, 2
36) COc1cc(SC)ccc1C(=O)Nc1cc(C)ccn1
→ -2, -4%, 0.9, -3, -1, -3, -10, 2.0%, 4
37) CCN(CC)c1cc(Cl)c2nonc2c1N
→ 0, -7%, -0.4, 0, -2, 0, 3, 2.8%, -5
38) CCOc1ccc2nc(SCC(=O)NCC3CCCO3)c(C#N)cc2c1 (centres undefined)
→ 0, 0%, -1.1, 2, 3, -6, -15, 4.6%, -2
39) CCOC(=O)N1CCN(C(=O)CCn2c(=O)[nH]c3ccsc3c2=O)CC1
→ 5, 0%, 0.1, 3, -5, -5, 5, 6.0%, 14
40) CC(C)NC(=O)N1CCN(S(=O)(=O)c2ccc3c(ccn3C)c2)CC1
→ -2, -9%, 0.3, -1, 7, 4, nt, -0.6%, -22
41) CCN(CC)CCOC(=O)C1(c2ccc(OC)c(OC)c2)CCCC1
→ 12, -4%, -0.7, 7, -8, -2, -8, 1.3%, -9
42) COc1ccc2c(CC(=O)Nc3ccc(OC)c(S(=O)(=O)N4CCOCC4)c3)coc2c1
→ 9, -5%, -0.4, 1, -16, -2, 0, 0.0%, -1
43) O=C(Oc1ccc(=O)n(-c2ccccc2)n1)c1cccc(Cl)c1
→ -1, -7%, 0.0, 2, 1, -9, 7, -0.9%, 2
44) CCCn1c(=O)c(C#N)cn(C2CC2)c1=O
→ 4, -5%, 0.4, 0, 2, -1, -5, -2.1%, 6
45) CCn1ccnc1CN(C)C(=O)C1CCC(=O)N(Cc2cccc(F)c2)C1 (centres undefined)
→ -2, 5%, 0.5, 2, 2, 9, 23, 0.3%, -5
46) CCc1ccccc1NC(=O)C(CCSC)NS(=O)(=O)c1ccc2c(c1)oc(=O)n2C (centres undefined)
→ 5, 15%, -0.4, -2, 3, 2, nt, 2.3%, -7
47) Nc1c(C(=O)N/N=C/c2cccnc2)cnn1-c1ccccc1
→ 5, 1%, 0.8, 5, 1, 3, 12, 0.3%, 4
48) O=C1c2oc3ccccc3c(=O)c2C(c2cccs2)N1CCCN1CCOCC1 (centres undefined)
→ -2, -9%, 1.7, 2, -1, 2, 6, 0.3%, 30
